# Source: PubChem BioAssay (several laboratories)
# HIF act: HIF pathway transcriptional activators, primary screen, cell-based, U2OS HRE-luciferase, luminescence. activation, % at 7.5 µM (by protocol). 300,000 tested, 0.32% active. U2OS HRE-luciferase reporter; normalized: DMSO 0%, desferrioxamine 100%;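 active means mean activation of at least 10% of the iron chelator positive control signal, with at least half of replicates also reaching 10%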
# IEC-6 tox: cytotoxicity in IEC-6 intestinal epithelial cells, primary screen, cytotoxicity control for KLF5 inhibitor project, cell-based, luminescence; 290,000 tested, 0.78% active; inhibition, % at 5 µM; AID 1825, 2009; IEC-6 cytotoxicity, luminescence viability; in the data active means inhibition above about 22%;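 further: 0% = plate median of test compound wells and 100% = cytotoxic reference compound wells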
# aSyn UTR inh: MLPCN primary screen, SNCA 5' untranslated region | alpha-synuclein 5'UTR reporter, inhibitor activity | inhibition, % (tested at 7.5 µM) | 300,000 tested, 0.82% active | AID 1813, 2009; in the data active means inhibition above about 60%;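 further: H4 neuroglioblastoma cells stably carrying SNCA 5'UTR luciferase fusion; 0% = DMSO wells and 100% = positive control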
# TRPC4 block: inhibitors of mouse TRPC4 channel, primary screen, Fluo4 calcium, HEK293 TRPC4beta/mu-opioid cells. Short transient receptor potential channel 4 (Mus musculus), Q9QUQ5. DAMGO-evoked Fluo4 calcium flux; stronger effect = lower value. B-score at 10 µM. 300,000 tested, 0.39% active;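 active means B-score over 3 SD under the library average, no early fluorescence shift, positive overall ratio signal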
# Target sequence (Q9QUQ5 whole entry, looked up): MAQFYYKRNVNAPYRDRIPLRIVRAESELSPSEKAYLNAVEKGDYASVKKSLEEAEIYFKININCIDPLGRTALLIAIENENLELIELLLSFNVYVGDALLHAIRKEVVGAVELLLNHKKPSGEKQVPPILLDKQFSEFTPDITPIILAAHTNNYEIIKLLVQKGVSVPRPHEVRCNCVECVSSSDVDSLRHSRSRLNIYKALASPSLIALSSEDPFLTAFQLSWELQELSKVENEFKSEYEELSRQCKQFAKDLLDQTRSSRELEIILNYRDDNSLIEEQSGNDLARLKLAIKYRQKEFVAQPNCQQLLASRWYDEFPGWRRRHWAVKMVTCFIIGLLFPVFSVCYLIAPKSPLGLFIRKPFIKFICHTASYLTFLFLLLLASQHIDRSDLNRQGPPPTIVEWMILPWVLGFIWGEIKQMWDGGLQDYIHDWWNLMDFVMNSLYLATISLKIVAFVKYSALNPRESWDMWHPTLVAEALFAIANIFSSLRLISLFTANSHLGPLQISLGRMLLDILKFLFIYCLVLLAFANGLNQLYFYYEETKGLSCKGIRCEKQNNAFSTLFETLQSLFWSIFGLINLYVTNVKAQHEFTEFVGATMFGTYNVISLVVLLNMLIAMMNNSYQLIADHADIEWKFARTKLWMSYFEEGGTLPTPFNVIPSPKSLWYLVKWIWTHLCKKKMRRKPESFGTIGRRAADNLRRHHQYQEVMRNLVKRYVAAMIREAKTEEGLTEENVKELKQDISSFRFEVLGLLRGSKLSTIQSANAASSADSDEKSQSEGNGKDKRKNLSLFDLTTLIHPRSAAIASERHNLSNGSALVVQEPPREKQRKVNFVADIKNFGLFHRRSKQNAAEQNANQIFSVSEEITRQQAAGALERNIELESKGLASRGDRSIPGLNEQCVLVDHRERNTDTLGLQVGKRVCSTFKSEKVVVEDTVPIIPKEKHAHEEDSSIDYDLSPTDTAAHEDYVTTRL
#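 Signal: kinetic Fluo4 fluorescence imaging of calcium influx. Material: stable TRPC4beta/mu-opioid receptor HEK293 cells. Probe or stimulus: DAMGO in two steps, submaximal then maximal.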
# KLF5 inh: KLF5 expression inhibitors, primary screen, DLD-1 cells, luminescence | inhibition, % at 5 µM | DLD-1 KLF5 promoter-luciferase reporter | 290,000 tested, 0.23% active;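 active means inhibition above a per-plate limit of that plate's mean compound inhibition plus 3 SD, cut at about 60% in these data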;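 further: 0% = DMSO wells and 100% = LY294002 at 200 µM; higher means less KLF5 promoter-driven luciferase light; inactives centre near -14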
# TRPC6 inhibitor: mouse TRPC6 channel inhibitors, primary screen, cell-based, HEK293, membrane potential dye | Short transient receptor potential channel 6 (Mus musculus), Q61143 | ACh-evoked depolarization; stronger effect = lower value | B-score at 10 µM | 310,000 tested, 1.1% active;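 active means B-score under library mean minus 3 SD, initial fluorescence not abnormally high, positive integrated signal ratio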;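 further: B-score derived from integrated fluorescence ratio over the kinetic read; more negative B-score means stronger inhibition of depolarization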
# TRPC4 PAM: positive allosteric modulators of TRPC4, primary screen, cell-based, mouse TRPC4beta, HEK293 mu-opioid, Fluo-4 calcium. Short transient receptor potential channel 4 (Mus musculus), Q9QUQ5. DAMGO EC20, Fluo-4 Ca2+ flux; stronger effect = higher value. B-score at 10 µM. 310,000 tested, 0.42% active;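 active means B-score of calcium response area above 5 SD of library B-scores, with initial fluorescence ratio within 5 SD of library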;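 further: B-score of integrated fluorescence ratio over time as area under calcium response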
# TRPC4 agonist: activators of mouse TRPC4 channel, primary screen, Fluo4 calcium, HEK293 TRPC4beta/mu-opioid cells. Short transient receptor potential channel 4 (Mus musculus), Q9QUQ5. Fluo4 calcium fluorescence; stronger effect = higher value. B-score at 10 µM. 310,000 tested, 0.49% active;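 active means B-score above 5 SD of library B-scores, and initial fluorescence ratio not above library mean plus 5 SD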;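 further: positive B-score marks a calcium rise read as TRPC4 activation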
#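 Material: HEK293 stable line with TRPC4beta plus mu-opioid receptor; technique: Fluo4 calcium-sensitive dye fluorescence, kinetic, 1 Hz baseline; timing: Fluo4 dye loading 45 min at room temperature, 110 s recording; controls: assay buffer as low control, maximal DAMGO as high control; read-out: integrated baseline-normalised fluorescence ratio, converted to per-well B score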
# TRPC6 act: mouse TRPC6 channel activators, primary screen, cell-based, HEK293, membrane potential dye; 310,000 tested, 0.13% active; HEK293-TRPC6 membrane potential dye fluorescence; stronger effect = higher value; B-score at 10 µM; AID 2550, 2010; Short transient receptor potential channel 6 (Mus musculus), Q61143;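 active means B-score of the integrated fluorescence ratio above library mean plus 3 SD, and starting fluorescence ratio within library mean plus 5 SD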;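 further: higher score means more depolarization so channel activation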
# MrgX1 antag: antagonists of human MrgX1 receptor, primary screen, HEK293 cells, Fluo-4 calcium flux; Mas-related G-protein coupled receptor member X1 (Homo sapiens), Q96LB2; B-score at 10 µM; 310,000 tested, 1.3% active; BAM8-22 antagonism; stronger effect = lower value;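 active means calcium-response B-score plate-corrected more than 3 library SD below zero, starting fluorescence within 5 deviations, no agonist response on first addition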;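 further: peak minus trough fluorescence over baseline after final BAM8-22 challenge near maximal dose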
# SKKanGAS inh: S. pyogenes SKKanGAS growth inhibitors in kanamycin, primary screen, streptokinase expression inhibitor project, SKKanGAS strain, BacTiter-Glo luminescence | 6 h | inhibition, % at 7.5 µM | 300,000 tested, 1.3% active;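 active means mean replicate score, as percent of positive control median, at least 50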;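 further: strain carries kanamycin resistance gene driven by streptokinase promoter and grows in 40 µg/ml kanamycin; loss of luminescence reflects streptokinase promoter inhibition or plain growth inhibition; 0% = median of DMSO wells and 100% = positive control at its reference dose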
# Active calls of the source: *; i = inactive; nt = not tested or not shown.
SMILES,HIF act,IEC-6 tox,aSyn UTR inh,TRPC4 block,KLF5 inh,TRPC6 inhibitor,TRPC4 PAM,TRPC4 agonist,TRPC6 act,MrgX1 antag,SKKanGAS inh
O=C(CCN1CCN(c2ccccc2)CC1)N/N=C/c1ccccc1O,17*,5,71*,i,-9,i,i,i,i,i,5
COCCNC(=O)CN(Cc1ccco1)C(=O)CCC(=O)Nc1nccs1,0.2,-4,-2,i,-28,i,i,i,i,i,-1
O=C1CCCN1S(=O)(=O)c1ccccc1,0.1,-8,23,i,-21,i,i,i,i,i,3
N#Cc1ccc(C(=O)Nc2cccc3ncccc23)c(F)c1,0.4,-7,22,i,-25,i,i,i,i,i,1
COCc1cc(C)nc(N2CCN(Cc3ccccc3)CC2)c1C#N,0.0,-5,8,i,-4,i,i,i,i,i,5
COc1ccc(S(=O)(=O)NCCOc2ccccc2)cc1F,0.1,2,11,i,-16,i,i,i,i,i,44
O=C1C2C3c4ccccc4C(Br)(c4ccccc43)C2C(=O)N1c1ccccc1O (stereo unspecified),-2.5,-4,31,i,9,i,i,i,i,i,3
CCC(C)NC(=O)CCc1c(C)nc2nc(-c3cc(OC)cc(OC)c3)nn2c1C (stereo unspecified),-0.5,0,10,i,1,i,i,i,i,i,-1
CC1CCN(c2c(NCC3CCC(C(=O)N4CCc5ccccc5C4)CC3)c(=O)c2=O)CC1 (stereo unspecified),-0.6,4,-1,i,-38,i,i,i,i,i,3
CC/C(O)=C1\C(=O)CC(C)(C)CC1=Nc1ccccc1C,0.9,0,-12,i,8,i,i,i,i,i,-11
CCN(CC)C(=O)CSc1nnc2sc3ccccc3n12,-0.3,-4,-59,i,-31,i,i,i,i,i,-3
Cc1ccc(C(=O)NNC(=O)c2ccc(S(=O)(=O)N3CCOCC3)cc2)cc1,0.8,1,4,i,-7,i,i,i,i,i,3
CCOC(=O)c1csc(NC(=O)CN2CCOCC2)n1,-0.4,-4,7,i,0,i,i,i,i,i,0
Cc1ccc(CNC(=O)Cn2cncn2)cc1,-0.4,0,-8,i,-11,i,i,i,i,i,11
Cn1cc(CCC(=O)N2CCCC(C(=O)c3cccc4ccccc34)C2)cn1 (stereo unspecified),0.8,8,-5,i,-8,i,i,i,i,i,nt
Cn1c(CNC(=O)c2ccccc2)nnc1SCC(=O)N1CCN(c2ccccc2)CC1,-0.2,-1,6,i,-43,i,i,i,i,i,-4
COc1ccc(S(=O)(=O)NCCc2cc3ccc(C)c(C)c3[nH]c2=O)cc1,0.8,-3,-9,i,-13,i,i,i,i,i,-2
COc1ccc(/C=C/C(=O)Nc2cc(C)nn2-c2nc3ccccc3[nH]2)cc1,3.1,-6,-85,i,-16,i,i,i,i,i,16
CCOC(=O)C1(CC)NC(c2ccco2)C2C(=O)N(c3ccc(C)cc3)C(=O)C21 (stereo unspecified),0.0,3,-6,i,-19,i,i,i,i,i,0
C=CCOn1c(C)c(C(C)=O)c2c3nonc3ccc21,0.4,2,-9,i,-17,i,i,i,i,i,0

# One compound at a time (already shown). Screens in order: HIF act	IEC-6 tox	aSyn UTR inh	TRPC4 block	KLF5 inh	TRPC6 inhibitor	TRPC4 PAM	TRPC4 agonist	TRPC6 act	MrgX1 antag	SKKanGAS inh
# `CCOC(=O)c1csc(NC(=O)CN2CCOCC2)n1` in the list: -0.4	-4	7	i	0	i	i	i	i	i	0
# `O=C1C2C3c4ccccc4C(Br)(c4ccccc43)C2C(=O)N1c1ccccc1O` (stereo unspecified) in the list: -2.5	-4	31	i	9	i	i	i	i	i	3
# `COCc1cc(C)nc(N2CCN(Cc3ccccc3)CC2)c1C#N` in the list: 0.0	-5	8	i	-4	i	i	i	i	i	5
# `CCN(CC)C(=O)CSc1nnc2sc3ccccc3n12` in the list: -0.3	-4	-59	i	-31	i	i	i	i	i	-3
# `COCCNC(=O)CN(Cc1ccco1)C(=O)CCC(=O)Nc1nccs1` in the list: 0.2	-4	-2	i	-28	i	i	i	i	i	-1

# (further entries)
SMILES,HIF act,IEC-6 tox,aSyn UTR inh,TRPC4 block,KLF5 inh,TRPC6 inhibitor,TRPC4 PAM,TRPC4 agonist,TRPC6 act,MrgX1 antag,SKKanGAS inh
Cn1c(=O)c2c(nc(N3CCc4ccccc4C3)n2Cc2ccccc2F)n(C)c1=O,-0.3,-8,-4,i,-3,i,i,i,i,i,6
O=C(CN1CCN(Cc2cccc(F)c2)CC1)NCc1ccccc1,1.9,6,2,i,-7,i,i,i,i,i,-3
COc1ccc(C2=NN(c3nc(C)cc(C)n3)C(=O)C2)cc1,-0.7,3,-22,i,-11,i,i,i,i,i,1
CCOC(=O)c1c(N)nn(C(=O)C(C)(C)C)c1-c1ccccc1,0.2,1,26,i,-41,i,i,i,i,i,4
O=C(Nc1ccc2oc(-c3ccncc3)nc2c1)c1ccc(Br)o1,0.2,-3,-15,i,-42,i,i,i,i,i,8
COc1cc(C(c2c(C)[nH][nH]c2=O)c2c(C)[nH][nH]c2=O)cc([N+](=O)[O-])c1O,-0.2,-7,8,i,-5,i,i,i,i,i,20
Cc1nc2c(C(=O)Nc3ccc(N4CCCC(O)C4)cc3)snc2c(=O)[nH]1 (stereo unspecified),-0.3,1,-3,i,-17,i,i,i,i,i,59*
Cc1ccc(Cn2c(O)c(N=NC(=S)Nc3ccccc3F)c3cc(S(=O)(=O)N4CCOCC4)ccc32)cc1,0.0,8,66*,i,24,i,i,i,i,nt,14
COc1cccc(N2CCN(C(=O)c3ccc(CS(=O)c4ccc(Cl)cc4)o3)CC2)c1 (stereo unspecified),-1.1,81*,107*,i,53,i,i,i,i,i,6
Brc1cccc(-c2nnco2)c1,-0.5,-3,1,i,-22,i,i,i,i,i,-8
O=C(N/N=C/c1cccs1)c1cnccn1,0.0,-10,-37,i,-1,i,i,i,i,i,1
CN(C)S(=O)(=O)c1cccc(C(=O)NCC2CCCCC2)c1,-0.2,-8,-24,i,-37,i,i,i,i,i,-8
CC(=O)c1cnc2c(-c3ccc(Cl)cc3)c(C)nn2c1C,0.0,-4,22,i,-33,i,i,i,i,i,1
COc1ccc(C2CC(O)(c3ccccc3)Oc3cc(OC)cc(OC)c32)cc1 (stereo unspecified),-0.3,nt,7,nt,nt,i,i,i,i,nt,-3
O=C(Nc1ccccc1Cl)C1CCCN(c2ncnc3c2nc2n3CCCCC2)C1 (stereo unspecified),-0.7,-9,5,i,-15,i,i,i,i,i,1
COc1ccc(C(CNC(=O)c2cccc(NS(=O)(=O)c3ccccc3)c2)N(C)C)cc1 (stereo unspecified),-0.2,2,-59,-6*,-18,i,i,53*,i,i,18
CC(C)C[C@H](NC(=O)NCc1ccc(Cl)cc1)C(=O)O,-0.7,0,-12,i,-16,i,i,i,i,i,-6
COC(=O)C1=C(C)N(CC2CC2)C(=NCc2cccc(Cl)c2)N[C@H]1c1ccccc1,0.0,2,3,i,12,i,i,i,i,i,5
O=C(NCCCN1CCOCC1)c1ccc2c(c1)N(Cc1cccc(Cl)c1)C(=O)CS2,-0.1,-3,7,i,-30,-5*,i,i,i,i,8
CCCC(=O)NC(c1ccc(Cl)cc1Cl)c1ccc2cccnc2c1O (stereo unspecified),74*,19,64*,i,82*,i,i,i,i,i,89*
CC(C)CN(C(=O)c1ccc(F)cc1F)c1c(N)n(CC(C)C)c(=O)[nH]c1=O,0.3,1,-5,i,-28,i,i,i,i,i,3
C(=C\c1ccncc1)/c1ccccc1,1.2,2,-73,i,-24,i,i,i,i,i,11
COc1cccc(C(=O)NCCS(=O)(=O)N2CCN(C(=O)c3ccco3)CC2)c1,-28,nt,-6,i,nt,i,i,i,i,i,1
CC1(C)c2[nH]c3ccccc3c2C[C@H]2C(=O)N(N)CC(=O)N21,-1.2,3,-6,i,-2,i,i,i,i,i,1
CCc1ccc(N2C(=O)CN(Cc3cccs3)C2=S)cc1,1.8,-15,-14,i,-26,i,i,i,i,i,7
Cc1cc(S(=O)(=O)N2CCOCC2)ccc1OCC(=O)Nc1ccc(F)c(Cl)c1,0.5,7,2,i,-2,i,i,i,i,i,3
C=CCOC(=O)C1=C(C)Nc2nnnn2C1c1cccs1 (stereo unspecified),-0.2,3,25,i,-19,i,i,i,i,i,0
Cc1nn2c3ccccc3nc2n(C)c1=O,-0.2,-2,-6,i,-20,i,i,i,i,nt,4
CC(NC(=O)/C(C#N)=C/c1cn(-c2ccccc2)nc1-c1ccc(F)cc1)c1ccccc1 (stereo unspecified),-0.1,-2,13,i,-23,i,i,i,i,i,2
Cc1ccc(C)c(OCCSc2nnc(-c3cccnc3)n2N)c1,0.9,16,-6,i,-16,i,i,i,i,i,-2
O=S(=O)(Nc1ccccc1N1CCCCC1)c1ccc(F)cc1F,-0.5,5,36,i,14,i,i,i,i,i,10
CCOc1ccc(/C=N/N2CCN(Cc3ccccc3)CC2)cc1,-0.7,-2,7,i,-2,i,i,i,i,i,-8
CCOc1ccc(C(=O)CCC(=O)NNC(=O)c2ccncc2)cc1,-0.2,nt,12,i,nt,i,i,i,i,i,-15
FC(F)(F)c1cccc(Oc2cc(C(F)(F)F)nc(-c3ccccn3)n2)c1,0.1,6,1,i,-11,i,i,i,i,i,-1
N/C(CN1CCCC1=O)=N\O,-0.3,-2,-3,i,-10,i,i,i,i,i,4
CC(C)N1CCN(Cc2ccc(-c3ccccc3Cl)o2)CC1CCO (stereo unspecified),-0.1,14,-10,i,-12,i,i,i,i,i,nt
Cc1ccc(NC(=O)Nc2nnc(-c3ccncc3)s2)cc1,3.9,3,-68,i,-19,i,i,i,i,i,8
O=C(NCc1ccc2c(c1)OCO2)c1cccc(S(=O)(=O)N2CCCCC2)c1,0.0,-2,14,i,-10,i,i,i,i,i,-8

# Rows are unselected; about 5.8% have a hit in one of these screens.
